Source: PubChem (National Center for Advancing Translational Sciences (NCATS))
IDH1 R132H inh: blocks human mutant IDH1 R132H enzyme | IDH1-R132H enzyme, NADPH consumption, diaphorase/resazurin fluorescence | actives 0.093% (n = 390,000) | Potency, µM (doses to about 76.6 µM), without a hit: at the top dose activity change, negative = inhibition, usual class: inhibitors; also: potency is read from the fitted curve at half-maximal effect; % is scaled to controls: 0 for no effect and ±100 for the full control effect; nearly all actives have a fitted effect of over 65% in size
Target sequence (O75874 whole entry R132H, stated change not applied): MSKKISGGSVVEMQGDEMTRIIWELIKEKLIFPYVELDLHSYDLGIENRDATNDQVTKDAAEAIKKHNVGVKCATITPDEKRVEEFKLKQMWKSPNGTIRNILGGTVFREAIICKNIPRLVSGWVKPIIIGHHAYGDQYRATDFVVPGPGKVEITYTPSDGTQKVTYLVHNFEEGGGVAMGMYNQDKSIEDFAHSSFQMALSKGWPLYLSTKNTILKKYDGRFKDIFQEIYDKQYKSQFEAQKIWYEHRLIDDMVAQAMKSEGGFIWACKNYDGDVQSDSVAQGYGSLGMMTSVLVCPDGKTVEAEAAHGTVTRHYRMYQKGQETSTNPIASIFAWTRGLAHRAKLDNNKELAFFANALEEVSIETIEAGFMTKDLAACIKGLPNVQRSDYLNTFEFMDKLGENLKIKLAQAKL
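IDH1-R132H (0.5 ug/mL) preincubated 30 min with compound, then NADPH (0.016 mM) and alpha-KG (2 mM) added; 80 min at RT, pH 7.5. Remaining NADPH coupled via diaphorase/resazurin to fluorescence (540/590 nm); concentration-response curves normalized to no-enzyme control.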
USP1 inh: USP1/UAF1 (human) deubiquitinase inhibition; AID 743255; recombinant USP1/UAF1, Ub-Rhodamine cleavage fluorescence; O94782; actives 0.23% (n = 390,000); Potency, µM (highest dose often 57.1 µM), for the others: top-dose activity change, negative = inhibition, most hits filed as inhibitors; also: potency is read from the fitted curve at half-maximal effect; % is scaled to controls: 0 for no effect and ±100 for the full control effect; nearly all actives have a fitted effect of over 60% in size; inactives centre near -12
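In this screen, compounds sit with the deubiquitinase complex (1nM) for 15 min at room temperature before Ub-Rho is added at 150nM final. Fluorescence rise is then followed for 6 reads every 60 seconds.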
D2 antag: D2 dopamine receptor (human) antagonism | P14416 | HEK293 TREx D2 cells, calcium flux, dopamine EC80 | inhibition, % at 10 µM | actives 2% (n = 340,000); in the data active = inhibition above about 30%; also: 0% is about no effect
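Overnight-induced (tetracycline, 30 C) HEK293 T-REx cells carrying force-coupled D2 receive a no-wash calcium dye, then compound, then EC80 dopamine at 180 s; signals are read kinetically throughout.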
D2 ag: D2 dopamine receptor (human) agonism. activation, % at 2 µM. HEK293 T-REx D2 cells, calcium flux agonist mode. actives 0.53% (n = 340,000);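 active = activation over 3 SD above normal in the single-dose calcium agonist read, cut at about 30% in these data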; also: 0% is about no effect
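Tetracycline-induced HEK293 Trex cells with D2 receptor force-coupled to calcium signaling, plated overnight at 30 C and loaded with no-wash calcium dye. Calcium flux read kinetically for 180 s after compound addition; responses flag agonists.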
Pin1 inh: blocks the human prolyl isomerase Pin1 | actives 0.009% (n = 390,000) | Potency, µM (highest dose often 115 µM), for inactives: at the highest dose activity, negative = inhibition, most hits filed as inhibitors | Pin1 FP peptide displacement, HiFluor488, 10 min; active = well fitted inhibition curve with a large enough effect in the polarisation, with a control signal flat, not every such curve was filed as active; inconclusive = small, poorly fitted or top-dose-only effect, or effect the other way, or a change in a side signal; inactive = no such curve, though single readings can be large or run the other way; the % refers to the polarisation; also: potency is read from the fitted curve at half-maximal effect; % is scaled to controls: 0 for no effect and ±100 for the full control effect
Target sequence (Q13526 whole entry, looked up): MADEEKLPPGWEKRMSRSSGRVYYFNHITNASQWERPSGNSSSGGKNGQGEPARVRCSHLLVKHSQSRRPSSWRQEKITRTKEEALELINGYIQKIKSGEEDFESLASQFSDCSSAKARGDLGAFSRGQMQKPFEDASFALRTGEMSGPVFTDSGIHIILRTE
TRHR PAM: allosterically enhances the human TRH receptor; TRHR cells, fluo-8 calcium fluorescence, EC20 TRH enhancement; AID 493056; enhancement, % at 2 µM; actives 0.66% (n = 360,000); in the data active = enhancement above about 30%; also: 0% is about no effect
Target sequence (P34981 whole entry, looked up): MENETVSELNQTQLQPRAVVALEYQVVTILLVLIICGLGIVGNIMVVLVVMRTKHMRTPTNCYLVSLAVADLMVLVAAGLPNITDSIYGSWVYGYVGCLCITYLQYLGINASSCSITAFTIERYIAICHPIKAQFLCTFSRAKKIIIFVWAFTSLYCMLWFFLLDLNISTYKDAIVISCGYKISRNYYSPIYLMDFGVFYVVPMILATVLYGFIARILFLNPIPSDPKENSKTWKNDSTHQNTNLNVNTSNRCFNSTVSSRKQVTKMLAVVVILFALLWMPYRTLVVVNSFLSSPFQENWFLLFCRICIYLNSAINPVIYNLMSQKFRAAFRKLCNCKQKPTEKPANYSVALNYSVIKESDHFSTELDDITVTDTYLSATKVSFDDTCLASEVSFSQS
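Enhancer read-out: after compound pinning and an initial kinetic agonist-mode read, an EC20 of TRH (10 nM final) was injected and fluo-8 calcium signal (Ex 480/Em 530) followed at 1 s/cycle for 100 cycles in TRHR-expressing cells.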
TrxR1 substrate: substrates of rat thioredoxin reductase 1 | O89049 | purified TrxR1 substrate turnover, NADPH consumption readout | Potency, µM (doses to about 114 µM), inactives show top-dose activity change, negative = substrate turnover | actives 0.01% (n = 390,000) | AID 588456; also: potency is read from the fitted curve at half-maximal effect; % is scaled to controls: 0 for no effect and ±100 for the full control effect; nearly all actives have a fitted effect of over 50% in size
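Rat TrxR1, dispensed at 90 nM, was prereduced with 400 uM NADPH (final) for 5 min at ~22 deg C, then incubated with compound 15 min before 400 uM selenite. A first-read NADPH fluorescence drop versus no-compound background flagged substrates.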
rTrxR1 inhibitor: blocks rat thioredoxin reductase 1; O89049; actives 1% (n = 390,000); Potency, µM (highest dose often 114 µM), for inactives: at the top dose activity change, negative = inhibition, most hits filed as inhibitors; recombinant rTrxR1, NADPH fluorescence consumption, selenite substrate; also: potency is read from the fitted curve at half-maximal effect; % is scaled to controls: 0 for no effect and ±100 for the full control effect; nearly all actives have a fitted effect of over 65% in size
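Rat TrxR1 (90 nM in the dispensed reagent) was pre-reduced with 400 uM NADPH for 5 min at room temperature, then incubated with compound for 15 min. After 400 uM selenite was added, NADPH fluorescence (Ex 340/Em 450 nm) was followed for 8 min.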
TRHR agonist: TRH receptor (human) agonism; P34981; TRHR cells, calcium flux fluo-8, FDSS agonist mode; activation, % at 2 µM; actives 0.18% (n = 360,000); AID 493084; in the data active = activation above about 30%; also: 0% is about no effect
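Fluo-8-loaded TRHR cells; 10 s baseline, compound added, kinetic Ca2+ fluorescence read 1/s, agonist mode.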
* = called active by the depositor; ? = inconclusive; · = not tested or not shown; & = joins results of further samples; [ ] = remark or other dose. Unless noted, calls follow the shape of the dose curve; as a rule, active = well fitted inhibition curve with a large enough effect; inconclusive = small, poorly fitted or top-dose-only effect; inactive = no such curve, though single readings can be large or run the other way. The list is partial. The share of hits here may be higher or lower than overall.

Sample of the layout, 7 compounds:
1: Cc1ccc(NC(=O)CSc2nc(N)cc(=O)[nH]2)cc1S(=O)(=O)N1CCCCCC1
2: CCCCN1C(=O)C(C(=O)OCC)CC2=C1CCCC2=O (stereo not drawn)
3: O=C(CN1CCCCC1)NCC(=O)Nc1ccc(F)c(F)c1F
4: Cc1ccc(C2(C)NC(=O)N(CC(=O)Nc3ccc4c(c3)CCC4)C2=O)cc1 (stereo not drawn)
5: CCC(C)NC(=O)CS(=O)Cc1nc(-c2cccc(OC)c2)oc1C (stereo not drawn)
6: COc1cc([C@@H]2CC=C(C(=O)O)[C@H](c3ccccc3)N2S(=O)(=O)c2ccc(C)cc2)cc(OC)c1OC
7: COc1ccc(O)c(C(=O)c2cnn(C(=O)c3cccc(S(=O)(=O)N4CCOCC4)c3)c2)c1
Compound | 1 | 2 | 3 | 4 | 5 | 6 | 7
IDH1 R132H inh | 1% | -4%[38.3 µM] | 1% | 2% | -2% | -13% | 1%
USP1 inh | -15% | -29% | -19% | -7% | -19% | ? | -22%
D2 antag | · | · | -2 | 1 | -16 | · | 12
D2 ag | · | · | -0.5 | 1.0 | 0.3 | · | -0.7
Pin1 inh | 9% | -10% | -15% | -1% | -4% | 4% | -5%
TRHR PAM | · | · | -2 | -4 | -5 | 0 | 1
TrxR1 substrate | 2% | -3% | -11% | -10% | 10%[57.1 µM] | 7%[57.1 µM] | 10%[57.1 µM]
rTrxR1 inhibitor | 31% | -6% | -7% | 13% | 25µM* | 24%[57.1 µM] | 12%[57.1 µM]
TRHR agonist | · | · | 0.2 | 0.6 | -0.3 | -0.1 | 2.0

The whole of this part, from the start:
1: Cc1ccc(NC(=O)CSc2nc(N)cc(=O)[nH]2)cc1S(=O)(=O)N1CCCCCC1
2: CCCCN1C(=O)C(C(=O)OCC)CC2=C1CCCC2=O (stereo not drawn)
3: O=C(CN1CCCCC1)NCC(=O)Nc1ccc(F)c(F)c1F
4: Cc1ccc(C2(C)NC(=O)N(CC(=O)Nc3ccc4c(c3)CCC4)C2=O)cc1 (stereo not drawn)
5: CCC(C)NC(=O)CS(=O)Cc1nc(-c2cccc(OC)c2)oc1C (stereo not drawn)
6: COc1cc([C@@H]2CC=C(C(=O)O)[C@H](c3ccccc3)N2S(=O)(=O)c2ccc(C)cc2)cc(OC)c1OC
7: COc1ccc(O)c(C(=O)c2cnn(C(=O)c3cccc(S(=O)(=O)N4CCOCC4)c3)c2)c1
8: O=C1c2ccc(-c3ccc(Cl)c(C(F)(F)F)c3)cc2S(=O)(=O)c2cccc(C(=O)N3CCN(c4ccc(Cl)cn4)CC3)c21
9: O=C(CNC(=O)c1cccs1)c1ccc(Br)cc1
10: CCCSc1ncc(Cl)c(C(=O)Nc2sc3c(c2C(=O)OC)CCCC3)n1
Compound | 1 | 2 | 3 | 4 | 5 | 6 | 7 | 8 | 9 | 10
IDH1 R132H inh | 1% | -4%[38.3 µM] | 1% | 2% | -2% | -13% | 1% | -5% | 6% | ·
USP1 inh | -15% | -29% | -19% | -7% | -19% | ? | -22% | -25% | -19% | -12%
D2 antag | · | · | -2 | 1 | -16 | · | 12 | · | -13 | ·
D2 ag | · | · | -0.5 | 1.0 | 0.3 | · | -0.7 | · | 0.0 | 0.4
Pin1 inh | 9% | -10% | -15% | -1% | -4% | 4% | -5% | 0% | -1% | 0%
TRHR PAM | · | · | -2 | -4 | -5 | 0 | 1 | · | -2 | 5
TrxR1 substrate | 2% | -3% | -11% | -10% | 10%[57.1 µM] | 7%[57.1 µM] | 10%[57.1 µM] | 4%[57.1 µM] | 3% | 4%&16%
rTrxR1 inhibitor | 31% | -6% | -7% | 13% | 25µM* | 24%[57.1 µM] | 12%[57.1 µM] | -1%[57.1 µM] | 12% | 10%&7%
TRHR agonist | · | · | 0.2 | 0.6 | -0.3 | -0.1 | 2.0 | · | -0.1 | 0.5

11: O=c1c(-c2cnn(-c3ccccc3)c2)coc2cc(O)ccc12
12: COc1cccc(N2CCN(S(=O)(=O)c3ccc(-c4ccno4)cc3OC)CC2)c1
13: CNCCCOc1ccc(Cl)cc1C(C)(C)C
14: Cc1ccc(CNC(=O)c2sc3nc(-c4ccccc4)cn3c2C)cc1
15: COc1ccc(C(=O)COC(=O)c2cnc(C)cn2)c(OC)c1
16: Cc1nc(CSc2nnc(C)s2)cs1
17: O=C(COC(=O)c1cc(C(F)(F)F)cc(C(F)(F)F)c1)NCc1ccc(Cl)cc1
18: Cc1ccc(C)c(S(=O)(=O)N2CCNCC2)c1
19: CSc1ccc(NC(=O)N2CCC(C(=O)c3ccc(F)cc3)CC2)cc1
20: Cc1ccc(S(=O)(=O)N2CCCc3ccccc32)cc1C
Compound | 11 | 12 | 13 | 14 | 15 | 16 | 17 | 18 | 19 | 20
IDH1 R132H inh | 12% | -10% | 5% | -6% | 7% | 3% | 2% | -1% | -4% | -1%
USP1 inh | -17% | -23% | -19% | ? | -11% | -14% | 2% | -11% | -6% | -10%
D2 antag | 0 | · | -2 | · | 7 | · | 12 | -2 | -3 | -3
D2 ag | 1.8 | 0.5 | -0.6 | 2.0 | 0.0 | · | 0.9 | -0.3 | -0.8 | -2.4
Pin1 inh | 1% | 7% | -10% | 21% | -1% | 7% | 0% | 3% | 6% | -7%
TRHR PAM | 7 | -3 | 7 | -2 | 8 | 1 | -2 | -7 | 1 | 3
TrxR1 substrate | 9% | -3%[57.1 µM] | 0% | 1%[57.1 µM] | -2%[57.1 µM] | 1% | -3% | 12%[57.1 µM] | -8% | 12%[2.29 µM]
rTrxR1 inhibitor | 17%[57.1 µM] | 9%[57.1 µM] | 19% | 10%[57.1 µM] | -5%[57.1 µM] | -10% | 12% | 28%[57.1 µM] | -4% | 17%[57.1 µM]
TRHR agonist | -0.3 | 0.0 | 1.0 | 0.7 | 0.0 | 0.1 | 0.0 | -1.6 | -0.5 | 0.4

21: CCN1CCN(C(c2cccc(OC)c2)c2c(O)cc(C)n(Cc3ccco3)c2=O)CC1 (stereo not drawn)
22: CCc1nnc(SCc2cccc(F)c2)c2cc3sc(C)cc3n12
23: COc1ccc2c(c1)C(C)=CC(C)(C)N2S(=O)(=O)c1ccc(NC(C)=O)cc1
24: CCN1CCc2c(C#N)c(NCc3ccccc3)nc(NCCO)c2C1
25: CCn1ncc(C2C(C(=O)Nc3ccc(C)cn3)=C(C)NC3=C2C(=O)CCC3)c1C (stereo not drawn)
26: O=C1OCC(Cn2c3ccccc3c3ccccc32)O1 (stereo not drawn)
27: COc1ccc(CNC(=O)C2CCN(C(=O)[C@@H]3Cc4ccccc4CN3)CC2)cc1
28: COc1cc2c(cc1OC)C(C)N(C(=O)CCNC(=O)c1ccccc1)CC2 (stereo not drawn)
29: Nc1c(-c2ccc(Cl)cc2)nnn1-c1ccccc1
30: COCc1cc(SC2CCCCC2)nc(C)n1
Compound | 21 | 22 | 23 | 24 | 25 | 26 | 27 | 28 | 29 | 30
IDH1 R132H inh | 27% | 0% | -1% | 2% | -7% | -3% | -17% | -15% | 9% | 3%
USP1 inh | -15% | 7% | -17% | -24% | 5% | -16% | 3% | -12% | -16% | -15%
D2 antag | · | · | 0 | 4 | -14 | -2 | 4 | -12 | -3 | -1
D2 ag | 0.1 | -0.3 | -0.2 | 0.5 | 0.1 | -0.9 | -0.5 | 0.4 | 0.7 | -0.5
Pin1 inh | -5% | 10% | ? | -1% | 5% | 3% | 9% | 0% | 3% | -7%
TRHR PAM | 5 | 0 | 4 | 13 | 0 | 11 | 4 | 3 | -2 | 6
TrxR1 substrate | 2%[57.1 µM] | -3% | -21% | 34%[activator] | 37%[activator][57.1 µM] | -2%[57.1 µM] | 4%[57.1 µM] | 0% | 6% | 3%
rTrxR1 inhibitor | 11µM* | 26% | -15% | 4% | -12%[57.1 µM] | -9%[57.1 µM] | 2%[57.1 µM] | 14% | 10% | 19%
TRHR agonist | 0.2 | -0.7 | 3.2 | -0.3 | -0.7 | -0.7 | -0.7 | -0.1 | -0.4 | -1.3

31: CCc1ccc(C(=O)c2cn(CC(=O)Nc3cccc(OC)c3)c3cc4c(cc3c2=O)OCO4)cc1
32: O=C(c1ccccc1)N1CCN(CCc2ccncc2)CC1
33: O=C(NCC1CCCO1)c1cccc(S(=O)(=O)NCc2ccccc2)c1 (stereo not drawn)
34: O=C(COC(=O)c1cc(Br)ccc1Cl)NC1CCCC1
35: Cc1ccccc1-c1cccc([C@@H]2C[C@H]3[C@H](CON3C)CN2S(=O)(=O)c2ccccc2C)c1
36: CCCCN(CCCNC(=O)CN1C(=O)COc2ccccc21)c1ccccc1
37: COc1cc(/C=C2\SC(N3CCc4ccccc4C3)=NC2=O)cc(OC)c1OC
38: COc1ccc(S(=O)(=O)N2C3CCC2CC(NC(=O)C2CC2)C3)cc1 (stereo not drawn)
39: COc1ccc(Nc2nc3c(C)cccc3cc2C#N)c(OC)c1
Compound | 31 | 32 | 33 | 34 | 35 | 36 | 37 | 38 | 39
IDH1 R132H inh | 2% | -6% | 5% | -9% | -2% | 2% | 1% | 7% | -1%
USP1 inh | ? | ? | -11% | -19% | ? | -17% | -24% | -12% | -3%
D2 antag | · | · | -6 | 6 | · | -3 | 56* | 5 | 2
D2 ag | · | 18 | 0.5 | -0.4 | · | -1.1 | 0.5 | 0.6 | 0.6
Pin1 inh | 36%[activator] | 2% | -2% | -7% | 0% | -2% | 11% | -4% | ?
TRHR PAM | 2 | 0 | 1 | 5 | · | 2 | -2 | -1 | 2
TrxR1 substrate | -2% | -1% | 0% | -7% | 1% | 6% | 1% | -7% | -6%
rTrxR1 inhibitor | 12% | ? | 17% | 6% | 12% | 27% | ? | 5% | -6%
TRHR agonist | 2.5 | 0.3 | -0.3 | -1.1 | · | -1.6 | 0.8 | 0.0 | 1.0
